Screening data (PubChem)
SR-BI uptake up: activators of SR-BI mediated DiI-HDL uptake, primary screen, ldlA[mSR-BI] CHO cells, DiI fluorescence; 3 h; 100 = double the neutral-control signal; activation, % at 12.5 µM; 0.096% of 320,000 active; AID 504775, 2011;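 active means mean replicate activation of at least 60% and every replicate at or above 60%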;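 further: 0% = median plate neutral-control signal and 100% = twice that signal; values of inactives mirror those of a sister screen read the other way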
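Material: SR-BI-overexpressing, LDLR-lacking CHO cells | Dosing: Single compound concentration, delivered by pin transfer | Probe or stimulus: Labelled HDL, 10 µg/mL | Signal: Bottom-read cell fluorescence after medium removal, ex 550/em 595 nm | Schedule: 3 h, 37 °C | Evaluation: HDL uptake via cellular fluorescence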
PKA-R2B act: activators of PKA-R2B holoenzyme, primary screen, biochemical, fluorescence polarization, Cy5-IP20, human; cAMP-dependent protein kinase catalytic subunit beta (Homo sapiens) + cAMP-dependent …; PKA-R2B holoenzyme dissociation; R2B truncated from residue 108, S112A mutant; 0% DMSO only, 100% 113 µM cGMP; activation, % at 11.4 µM; 0.079% of 340,000 active; AID 504700, 2011;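 active means activation above a cutoff set at the mean over all compounds plus 3 SD, cut at about 18% in these data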;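 further: higher means more holoenzyme dissociation and a rise in polarization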
Target sequence (P31323 whole entry, looked up, other chains not shown, the tested form may be a part): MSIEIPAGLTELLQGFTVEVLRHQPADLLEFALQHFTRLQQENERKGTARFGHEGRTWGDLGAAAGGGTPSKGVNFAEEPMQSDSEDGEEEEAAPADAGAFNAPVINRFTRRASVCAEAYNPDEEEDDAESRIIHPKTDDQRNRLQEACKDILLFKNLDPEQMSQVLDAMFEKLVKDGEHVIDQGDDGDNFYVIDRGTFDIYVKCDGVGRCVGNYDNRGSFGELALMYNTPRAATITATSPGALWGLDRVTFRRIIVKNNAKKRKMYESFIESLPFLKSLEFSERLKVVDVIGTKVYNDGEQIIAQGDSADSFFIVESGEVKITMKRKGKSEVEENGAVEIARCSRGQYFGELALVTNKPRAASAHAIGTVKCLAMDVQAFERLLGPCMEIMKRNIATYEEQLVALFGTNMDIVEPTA
SR-BI DiI inh: inhibitors of SR-BI mediated HDL lipid uptake, primary screen, ldlA[mSR-BI] cells, fluorescence, single point | Scavenger receptor class B member 1 (Mus musculus), Q61009 | ldlA[mSR-BI] CHO cells, DiI-HDL uptake fluorescence, 3 h | inhibition, % at 12.5 µM | 0.96% of 320,000 active | AID 488896, 2010;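 active means mean replicate inhibition of at least 70% and a set share of replicates each scoring 70 or more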;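 further: 0% = median of neutral control wells and 100% = median of positive control wells; values of inactives mirror those of a sister screen read the other way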
MITF TRPM1 HTS: activators of MITF-driven TRPM1 promoter reporter, primary screen, cell-based, SK-MEL-5, luciferase, single point. SK-MEL-5 TRPM1-promoter luciferase, 24 h; % of positive control, neutral wells = 0. activation, % at 12.5 µM. 0.75% of 300,000 active;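 active means mean activation of at least 80% with every replicate also reaching 80%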;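 further: 0% = neutral control wells and 100% = parthenolide positive control wells; values of inactives mirror those of a sister screen read the other way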
PKA-R1A activ: activators of PKA-R1A holoenzyme, primary screen, biochemical, fluorescence polarization, Cy5-IP20, bovine R1A, mouse PKAc | PKA-R1A dissociation; scaled: DMSO 0%, 113 µM cGMP 100% | 0.083% of 340,000 active | activation, % at 11.4 µM | cAMP-dependent protein kinase type I-alpha regulatory subunit (Bos taurus) + …;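 active means percent activation above the mean of all tested compounds plus 3 SD, cut at about 19% in these data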;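 further: higher means more PKAc released from R1A so a rise in polarization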
Mot1-301 SUMO: yeast Mot1-301 growth rescue at high temperature, primary screen, SUMOylation pathway inhibitor project, S. cerevisiae, ATP luminescence, 38.5C. S. cerevisiae Mot1-301 growth rescue; percent above DMSO median, 100 means doubled. growth rescue, % at 18.8 µM. 1% of 320,000 active;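 active means every valid replicate shows activation above 250% relative to neutral control wells; inactive means the rest, any valid replicate at or below 250%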;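 further: OY570 slx delta 5 strain wells were the positive control but not used for scaling; some compounds called inactive have numbers as strong as hits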
Arr AP2 block: inhibitors of beta-arrestin/AP2 binding, primary screen, biochemical, GPCR trafficking, flow cytometry; AID 504490, 2011; beta-arrestin 1 C-terminal peptide binding to AP2 beta2-adaptin appendage (human); FITC-arrestin peptide / GST-AP2 beads; AP2 beta2 appendage carries R879A mutation; 0.31% of 340,000 active; inhibition, % at 10 µM;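 active means inhibition above a set limit, near 3 SD of compounds lacking own fluorescence, cut at about 54% in these data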;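 further: plate controls were DMSO wells for no effect and 5 µM unlabelled arrestin peptide for full effect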
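Material – GST-tagged AP2 beta2-adaptin appendage (R879A) on 4 µm glutathione beads · Probe or stimulus – fluorescein-tagged arrestin peptide at 50 nM final · Timing – 12 min plus 1 h, RT · Detection – bead flow cytometry, FITC channel · Read-out basis – inhibition as reduced fluorescein signal on beads, percent · Medium – PBS plus Tween 20 (0.05%) and BSA (0.1%)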
dFosB activator: activators of delta FosB homodimer, primary screen, biochemical, fluorescence polarization, TAMRA-CDK5 oligo, single point; activation, % at 25 µM; purified delta FosB; percent of positive-control signal above neutral wells; 0.99% of 340,000 active; AID 493131, 2011;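 active means mean activation above about 17%, with every replicate also reaching it, limit read from the data, passing the limit was not always enough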;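 further: fluorescence polarization rise as delta FosB binds a TAMRA Cdk5 AP-1 oligo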
Pemphigus Ab inh: inhibitors of pemphigus antibody binding to DSG3, primary screen, biochemical, bead-based, flow cytometry, scFv-GFP; Desmoglein-3 (Homo sapiens), P32926; DSG3-coupled beads, scFv-anti-DSG3-GFP binding; hits give low values; binding (percent of control), % at 10 µM; 0.48% of 310,000 active;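 active means binding more than 3 SD below its plate's average and above zero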;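 further: hits lower antibody fragment binding to DSG3; some compounds called inactive have numbers as strong as hits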
CDK5 p35 inh: inhibitors of human CDK5/p35 kinase, primary screen, biochemical, single concentration | Cyclin-dependent kinase 5 (Homo sapiens) + Cyclin-dependent kinase 5 activator 1 (Homo … | Recombinant CDK5/p35, ADP-Glo luminescence, 60 min | inhibition, % at 10 µM | 0.01% of 330,000 active;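 active means highest replicate inhibition of at least 50% and at least 75% of replicates reaching 50%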;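 further: plate controls were DMSO neutral control for no effect and GW8510 at 10 µM for full effect; many of its hits are not listed in these tables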
Target sequence (Q00535 whole entry, looked up): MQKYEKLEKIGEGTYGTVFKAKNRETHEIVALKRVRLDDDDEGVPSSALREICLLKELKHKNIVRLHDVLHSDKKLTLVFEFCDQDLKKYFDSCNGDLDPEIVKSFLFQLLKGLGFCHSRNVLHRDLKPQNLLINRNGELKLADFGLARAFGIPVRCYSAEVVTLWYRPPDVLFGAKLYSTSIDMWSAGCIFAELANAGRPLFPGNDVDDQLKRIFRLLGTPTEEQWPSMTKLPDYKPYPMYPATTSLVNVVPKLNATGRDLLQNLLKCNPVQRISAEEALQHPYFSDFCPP
Target sequence (Q15078 whole entry, looked up): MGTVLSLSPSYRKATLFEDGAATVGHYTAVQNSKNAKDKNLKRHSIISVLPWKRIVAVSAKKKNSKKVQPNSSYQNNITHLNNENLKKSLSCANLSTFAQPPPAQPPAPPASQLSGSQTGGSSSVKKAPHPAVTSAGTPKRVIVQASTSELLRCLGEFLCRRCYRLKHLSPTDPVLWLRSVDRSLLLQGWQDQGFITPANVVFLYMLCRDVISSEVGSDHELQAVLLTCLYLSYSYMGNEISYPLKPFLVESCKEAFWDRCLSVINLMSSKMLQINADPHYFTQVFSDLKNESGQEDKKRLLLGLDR
NSD2 HMT inh: NSD2 histone methyltransferase inhibitors, primary screen, biochemical, AlphaScreen, single concentration, set 2; Histone-lysine N-methyltransferase NSD2 (Homo sapiens), O96028; NSD2 peptide methylation, 120 min; inhibition, % at 12.5 µM; 0.54% of 310,000 active; AID 743445, 2014; in the data active means inhibition above about 50%
* marks the source's active call; other numbers are inactive results; . = no result given. Hits appear at their usual frequency; overall some 4.7% were active at least once.

SMILES	SR-BI uptake up	PKA-R2B act	SR-BI DiI inh	MITF TRPM1 HTS	PKA-R1A activ	Mot1-301 SUMO	Arr AP2 block	dFosB activator	Pemphigus Ab inh	CDK5 p35 inh	NSD2 HMT inh
COc1ccc(NC(=O)c2ccco2)cn1	.	-12	.	26	-5	-1	5	-6	.	-0.2	-5
COc1ccc(NS(=O)(=O)c2cc(NC(=O)c3cnccn3)ccc2N2CCCC2)cc1	-7	-1	7	5	10	-13	-9	-10	92	1.3	-1
CCn1cnc2cc(NCc3cccs3)ccc21	30	0	-30	21	0	-17	20	3	105	0.2	8
CCOC(=O)N1CCN(C(=O)CSCc2ccccc2Cl)CC1	-17	-5	17	47	-4	6	14	-8	91	-1.8	-4
COc1cccc(OC)c1C(=O)Nc1cccc(-c2ccc(N3CCOCC3)nn2)c1	-5	-14	5	83*	-4	243	4	-9	112	0.6	-1
COc1ccc(CN2CCN(C(=O)c3ccc(CNS(=O)(=O)c4ccc(C)cc4)cc3)CC2)c(OC)c1OC	-49	-2	49	-11	-5	5	24	-7	102	1.4	1
CCn1c(-c2ccc(C)cc2)nn(CC(=O)NCCc2ccccc2)c1=S	47	2	-47	5	-10	-16	0	-1	96	0.3	-2
COc1ccccc1N1CCN(C(=O)c2cc(N3C(=O)C4C5CCC(C5)C4C3=O)ccc2Cl)CC1 (configuration not stated)	-19	-10	19	-2	-10	-17	2	-6	99	.	-2
COc1ccccc1CNS(=O)(=O)c1ccc(-c2cnc(C3CC3)o2)cc1	7	-11	-7	-13	-12	10	-13	-6	92	.	4
O=C(NCC1CCCN1S(=O)(=O)c1ccccc1)C(=O)NC1CC1 (configuration not stated)	7	-2	-7	8	-7	-3	37	3	106	-0.5	0
COc1ccc(-n2c(-c3ccc(F)cc3)cnc2SCC(=O)NCc2ccco2)cc1	7	0	-7	17	-4	-6	28	-5	100	11	25
Cc1cc(C(=O)NC2CC(C)(C)Cc3c2cnn3-c2ccccc2)n[nH]1 (configuration not stated)	19	10	-19	-4	6	1	5	-6	114	-4.0	-2

The final two entries of the part before lead into the next:
SMILES	SR-BI uptake up	PKA-R2B act	SR-BI DiI inh	MITF TRPM1 HTS	PKA-R1A activ	Mot1-301 SUMO	Arr AP2 block	dFosB activator	Pemphigus Ab inh	CDK5 p35 inh	NSD2 HMT inh
COc1ccc(-n2c(-c3ccc(F)cc3)cnc2SCC(=O)NCc2ccco2)cc1	7	0	-7	17	-4	-6	28	-5	100	11	25
Cc1cc(C(=O)NC2CC(C)(C)Cc3c2cnn3-c2ccccc2)n[nH]1 (configuration not stated)	19	10	-19	-4	6	1	5	-6	114	-4.0	-2
COc1ccc(/C=C2\SC(=S)N(CC(=O)Nc3nnc(C)s3)C2=O)cc1	6	8	-6	34	0	-4	8	-4	121	0.9	.
COc1cccc(C2CC(c3cccs3)=NN2C(=O)CSc2nc3c(cnn3-c3ccc(F)cc3)c(=O)[nH]2)c1OC (configuration not stated)	14	-6	-14	3	-10	6	-6	2	99	0.6	.
COc1cc(/C(O)=C(\C#N)c2nc3ccccc3[nH]2)cc(OC)c1OC	-7	-3	7	.	-2	3	10	3	122	-3.5	1
CC(=O)c1ccc(OCCN2CCOCC2)cc1	-4	1	4	.	-11	-1	-4	4	100	2.4	0
COC(=O)c1c(NC(=S)Nc2ccc(C(=O)N3CCOCC3)cc2)sc2c1CCC2	-32	-10	32	-3	-7	-10	14	-12	103	0.8	0
COc1ccccc1NC(=O)CN1C(=O)CSC(C)C1=O (configuration not stated)	6	11	-6	0	7	245	9	-4	89	-0.8	-4
CCOC(=O)c1cnc2ccc(C)cc2c1Nc1ccc(N2CCOCC2)cc1	-20	-2	20	-12	-4	3	21	-4	.	6.3	-9
CCCCN(C(=O)c1cccc(C)c1)c1c(N)n(CCC)c(=O)[nH]c1=O	10	7	-10	5	14	25	10	-7	.	1.4	-6
Cc1nc2ccc(-c3ccccc3)cc2o1	22	-4	-22	15	5	-11	-11	-3	111	0.4	0
C/C(=N\NS(=O)(=O)c1ccccc1)c1ccc2c(c1)OCO2	47	4	-47	27	-11	-2	8	-17	107	-4.4	0
CNS(=O)(=O)c1cn(CC(=O)NCc2ccc(N(C)C)cc2)cc1S(=O)(=O)NC	6	-9	-6	1	-7	14	-1	-3	100	0.6	0
CCOc1ccccc1N(CC(=O)NC1CCCCC1)C(=O)CCCC(=O)Nc1ccccn1	-1	7	1	-7	-3	30	19	4	110	0.3	4
O=C(COc1ccccc1)N1CCN(C(=O)Cc2ccccc2)CC1	.	-1	.	0	-2	-4	-4	-7	.	-1.3	-1
Cc1ccc(/C=N/NC(=O)NC23CC4CC(CC(C4)C2)C3)o1	18	4	-18	.	1	743*	-2	-3	91	0.5	2
COc1ccc(-c2cc3cc(OC)c(OC)cc3c(C)n2)cc1	-43	6	80*	73	7	40	0	-28	92	-4.5	-1
CC(=O)Nc1nc(CCN2C(=O)c3ccccc3C2=O)cs1	44	-1	-44	-1	3	-7	-15	3	.	0.3	-1
Cc1nc2ccccc2nc1N1CCCC1	2	-6	-2	-2	4	-1	28	0	98	-0.7	.
COc1ccc(/C=C2\N=C(SC)N(c3ccccc3OC)C2=O)cc1	.	0	.	8	-6	20	-6	-14	93	-1.2	-5
Brc1ccc(-c2csc(N3CCc4ccccc4C3)n2)cc1	16	-1	-16	4	-11	15	0	-10	104	1.8	-6
Cc1ccc(C(=O)NCCNC(=O)c2ccco2)cn1	0	4	0	-11	1	-26	18	2	95	-0.4	3
O=C(c1ccccc1)c1coc(-c2ccccc2)c1	-17	-1	17	52	1	.	-13	2	.	-1.4	-1
COc1cc(CN(CCN(C)C)Cc2ccccc2)ccc1OCc1ccccc1	-63	-5	63	21	0	1	10	-8	100	0.5	11
COC(=O)c1ccc(S(=O)(=O)NNC(=O)COc2ccc(C)cc2)cc1	-10	-12	10	11	-4	-15	-8	-9	100	2.2	-1
COC(=O)[C@@]12CCCCN1[C@H](c1ccc(-c3ccccc3)cc1)[C@@H]1C(=O)N(C)C(=O)[C@@H]12	6	-3	-6	1	3	201	9	2	98	1.4	.
CCCn1nnnc1NCc1cccc(OC)c1OCC	9	4	-9	7	-4	-10	25	-10	104	0.3	0
Cc1cccc2sc(N(CCCN(C)C)C(=O)c3ccc(S(=O)(=O)N4CCc5ccccc5C4)cc3)nc12	29	1	-29	-45	11	-20	-15	62*	131	-1.6	2
NC(=O)OCC(O)COc1ccc(Cl)cc1 (configuration not stated)	0	7	0	-1	2	3	26	-6	.	-0.9	.
CCn1ccnc1CN1CCCC(CO)(Cc2cccc(OC)c2)C1 (configuration not stated)	5	-2	-5	0	-8	-9	-12	-1	96	-2.1	-1
O=C(Nc1cccc(-c2cn3ccccc3n2)c1)c1cnccn1	-22	-4	22	-2	-12	276	5	4	90	-0.5	-1
O=C(O)/C=C/C(=O)N1N=C(c2ccco2)CC1c1ccco1 (configuration not stated)	1	-2	-1	.	-10	-22	-3	2	95	0.1	-4
Cc1ccc(C)c(OCCC(=O)OCC(=O)Nc2cccnc2Cl)c1	5	2	-5	-12	0	10	-10	7	.	-0.1	-2
COc1ccc(-c2n[nH]c(=S)n2-c2ccccc2C)cc1OC	4	1	-4	-16	-3	0	-5	-9	102	1.5	-2
COc1ccc(N2CCN(C(=O)c3ccc(CNS(=O)(=O)c4ccc(C)cc4)cc3)CC2)cc1	-7	-7	7	-7	1	11	-2	-3	.	1.6	6
COc1ccc(NC(=O)c2ccc(OCC3CCCO3)cc2)cc1OC (configuration not stated)	-26	0	26	38	-10	-18	-23	-5	103	-1.1	-1
C[C@@H]1CCC(=O)N(CC[C@H](Oc2ccccc2)c2ccccc2)CC1	17	-6	-17	-2	-14	-9	10	-7	101	1.6	.
Cn1c(=O)oc2cc(S(=O)(=O)NCCc3ccccc3)ccc21	-3	-6	3	-1	-5	11	9	3	106	3.0	-1
CSCc1cc(N2CCCC2)nc(-c2ccccc2)n1	-25	2	25	-12	-5	-5	-6	-7	90	-3.2	-2
O=C(Nc1ccc(NC(=O)C2CC2)nc1)c1cccnc1	3	-1	-3	-2	-8	-6	-2	-3	108	-0.5	-7
CC(=O)Nc1ccc(OCC(O)CNC2CCCC2)cc1 (configuration not stated)	5	-1	-5	18	8	-6	8	-4	96	5.5	22
O=C(Nn1cnc2ccccc2c1=O)c1ccccc1	7	-9	-7	10	-8	-1	2	-12	109	0.0	-3
O=C(C[n+]1ccccc1)N/N=C/c1ccccc1Cl	17	0	-17	4	2	-18	1	-3	.	-0.5	2
COc1cccc(CC2(CO)CCCN(Cc3ccc(OC(F)F)cc3)C2)c1 (configuration not stated)	2	7	-2	.	-7	25	13	-5	126	0.6	1
CCn1c(SCC(=O)Nc2nnc(C)s2)nnc1C(C)NC(=O)c1ccccc1 (configuration not stated)	.	-1	.	8	-5	1	-3	1	110	-1.1	-1
COc1ccc(-c2nnc(NC(=O)c3ccc(S(=O)(=O)N4CCCc5ccccc54)cc3)o2)cc1	0	-2	0	-30	3	4	4	-8	86	-0.3	.
O=C(Nc1ccc(-c2ccccc2)cc1)c1ccccc1	0	9	0	-3	9	991	-2	0	98	0.1	-2
COC(=O)CSc1nc2c(cnn2-c2ccc(F)cc2)c(=O)[nH]1	24	5	-24	-11	-4	73	2	0	110	1.1	-2
